# Screens: PubChem BioAssay, Small Molecule Screening Facility, UW Madison
# RMI FANCM FP: blocks RMI1/RMI2 complex binding to FANCM MM2 peptide | Fluorescence polarization, RMI core complex with F-MM2 peptide; stronger effect = lower value | FP signal (polarization) at 33 µM | 70,000 compounds, 0.58% hits | AID 1159607; in the data active = FP signal below about 40; also: inactives centre near 61; strong numbers were not always called active; unit not given here
# * marks the source's active call; other numbers are inactive results; & = joins results of further samples. Only part of the results is shown. The share of hits here may be higher or lower than overall.
SMILES | RMI FANCM FP
COc1ccc(-c2noc(Cn3nc(-c4ccc(OC)c(OC)c4)ccc3=O)n2)c(OC)c1 | 71
COc1ccc(S(=O)(=O)N2CCC(c3nnc(-c4ccccc4OC)s3)CC2)cc1 | 64
Cn1nc(C(=O)Nc2ccc(F)c(Cl)c2)ccc1=O | 63
CC(C)S(=O)(=O)c1ccc(Cc2nnc(NC(=O)C3(c4ccc(Cl)cc4)CCCC3)o2)cc1 | 65
COCCNC(=O)Cn1nc(C2CC2)c2cnn(-c3ccc(C)c(C)c3)c2c1=O | 66
O=S(=O)(N/N=C\c1ccsc1)c1ccc(Cl)s1 | 58
CCOC(=O)NNC(=O)NCCCc1ccc2ccc3cccc4ccc1c2c34 | 50
O=S(=O)(NCC1CCN(S(=O)(=O)c2ccccc2)CC1)c1cccc2nonc12 | 63
O=S(=O)(Nc1ccccc1Sc1nc2ccc(Cl)cc2s1)c1ccc2c(c1)CCO2 | 52
O=C(CCc1csc2nc(-c3ccccc3)cn12)NC1CC1 | 62
OC[C@H]1O[C@@H](n2cnc3c(NCc4ccco4)ncnc32)[C@H](O)[C@@H]1O | 65
Cc1ccc(Sc2c(C(=O)O)cnc3c2c(C)nn3C)cc1 | 63
CCC[C@@H]1C[C@@H](C(=O)N[C@@H](C2O[C@H](SC)[C@H](O)[C@@H](O)[C@H]2O)[C@H](C)Cl)N(C)C1 (stereo not given in full) | 53
Cn1c(SCC(=O)c2ccc([N+](=O)[O-])cc2)nc2c1c(=O)n(Cc1ccccc1)c(=O)n2C | 60
Cc1ccc(C(=O)C(O)(O)C(F)(F)F)cc1 | 54
CSc1cccc2sc(NC(=O)c3ccco3)nc12 | 54
CCc1nnc(-c2cccc(OCC(=O)Nc3ccccc3C)c2)o1 | 70
CCOc1ccc(/C=N\NC(=O)N/N=C\c2ccc(OCC)c(OC)c2)cc1OC | 59
CC1CCc2c(sc(NC(=O)CCSc3ccc(Cl)cc3)c2C(N)=O)C1 (stereo not given) | 126
COc1ccc(-c2cn3c(C(=O)NCc4cccs4)csc3n2)cc1 | 75

# Part of the list above, as labelled records:
Compound: COc1ccc(S(=O)(=O)N2CCC(c3nnc(-c4ccccc4OC)s3)CC2)cc1
  RMI FANCM FP = 64

Compound: O=S(=O)(NCC1CCN(S(=O)(=O)c2ccccc2)CC1)c1cccc2nonc12
  RMI FANCM FP = 63

Compound: O=C(CCc1csc2nc(-c3ccccc3)cn12)NC1CC1
  RMI FANCM FP = 62

# (list continues)
SMILES | RMI FANCM FP
Cc1ccc(S(=O)(=O)c2cc3cc(Br)ccc3oc2=O)cc1Cl | 59
NC(=O)c1ccccc1NC(=O)NC1CC(=O)N(c2ccc(Cl)cc2)C1 (stereo not given) | 57
Cc1nc(SCC(=O)N2CCOCC2)c2c3c(sc2n1)CCCC3 | 72
Cc1ccc(S/C(=C\N(C)C)C(=O)c2ccc(Cl)cc2)cc1 | 51
Clc1ccc(-n2ncc3c(NC4CCCCCCCCCCC4)ncnc32)cc1 | 58
Cc1nc2ccc(NC(=O)C(C)Oc3ccc4c(c3)OCO4)cc2c(=O)n1-c1ccccc1 (stereo not given) | 64
O=c1cccnn1CCCNS(=O)(=O)c1ccccc1 | 61
CCOc1cc(-c2nnc(NC(=O)c3cccc(N4C(=O)CCC4=O)c3)o2)cc(OCC)c1OCC | 61
CC(C)Oc1ccc(C(=O)Nc2nnc(-c3ccc4c(c3)OCO4)o2)cc1 | 62
CCc1ccc(S(=O)(=O)Nc2ccc3nc(C)n(-c4ccc(OC)cc4)c(=O)c3c2)cc1 | 61
COc1ccc(OS(=O)(=O)c2cc(S(=O)(=O)Oc3ccc(OC)cc3)c(Cl)s2)cc1 | 63
Nc1nc2c(nc(Br)n2C2OC3COP(=O)(O)O[C@@H]3C2O)c(=O)[nH]1 (stereo not given in full) | 55
CS(=O)(=O)c1ccc2sc(NC(=O)c3sc4ccccc4c3Cl)nc2c1 | 54
CCc1nnc(-c2ccc(N)cc2)o1 | 68
O=C(Nc1ccc2c(c1)CN(C(=O)c1ccccc1)CC2)c1ccc(F)c(F)c1 | 65
O=C(Oc1ccc(OC(=O)c2ccccc2)cc1)c1ccccc1 | 53
CC(C)NC(=O)C(=O)NCC1CCN(C(C)C)CC1 | 61
O=C(Nc1ccc2c(c1)OCO2)NC1CC(=O)N(c2ccccc2)C1 (stereo not given) | 58
O=C(Nc1cc(Cl)ccc1O)c1ccccc1CN1CCOCC1 | 53
CC1CN(C(=O)Cn2cc(SCC(N)=O)c3ccccc32)CC(C)O1 (stereo not given) | 57

# Next part, starting with the last two of the part before.
SMILES | RMI FANCM FP
O=C(Nc1cc(Cl)ccc1O)c1ccccc1CN1CCOCC1 | 53
CC1CN(C(=O)Cn2cc(SCC(N)=O)c3ccccc32)CC(C)O1 (stereo not given) | 57
O=C1NC(=O)c2cc(NC(=O)c3c(F)cccc3Cl)ccc21 | 69
Cc1ccc(-c2ccc(=O)n(CCCC(=O)Nc3ccc(C(F)(F)F)cc3)n2)cc1 | 69
CSc1nn(-c2ccccc2)cc1C(=O)Sc1cccs1 | 55&56
Cc1oc(-c2cc(C(F)(F)F)ccc2Cl)cc1C(=O)N1CCOCC1 | 62
O=C1C=CC(=O)c2c1ccc1c2ccc2ccccc21 | 61
CC(N)=NCCCC[C@@H](N)C(=O)O | 55
CC(CO)(CO)NCC(O)COc1ccc(OC(F)(F)F)cc1 (stereo not given) | 56
Cc1cccn2cc(-c3ccc(NC(=O)C4c5ccccc5Oc5ccccc54)cc3)nc12 | 106
O=C(Nc1cccc(C(F)(F)F)c1)N1CCOC12CCCCC2 | 59
c1ccc(SCc2nn[nH]n2)nc1 | 57
Cc1nc2scc(C)n2c(=O)c1NC(=O)c1ccccc1C(F)(F)F | 59
CCOc1ccccc1NC(=O)CC1CCCCN1S(=O)(=O)c1cccs1 (stereo not given) | 66
CC(=O)Nc1ccc(NC(=O)CSc2nc(-c3cccc(F)c3)nc3c2c(=O)n(C)c(=O)n3C)cc1 | 133
COc1cc2nc(N(CCN(C)C)C(=O)c3ccc(S(=O)(=O)N(C)Cc4ccccc4)cc3)sc2cc1OC | 78
CSc1ccccc1-c1nnc(NC(=O)c2sc3ccccc3c2Cl)o1 | 58
Cc1cc(=S)nc(-c2ccccn2)[nH]1 | 55
O=C(Nc1ccccc1[N+](=O)[O-])C(=O)N1CCN(Cc2ccc3c(c2)OCO3)CC1 | 50
CCOc1ccc(NC(=O)c2ccc(NS(=O)(=O)c3cccc(F)c3)cc2)cc1 | 73
O=C1C2SCCN2C(=S)N1c1cccc(C(F)(F)F)c1 (stereo not given) | 56
CCOc1cccc2cc(C(=O)NCCn3nc(-c4ccc(OC)cc4)ccc3=O)c(=O)oc12 | 57

# Carrying on.
SMILES | RMI FANCM FP
c1ccc(COc2ccc(CCC3OCCO3)cc2)cc1 | 50
O=C(CCS(=O)(=O)c1ccccc1)Nc1nc(-c2cccs2)c(C(=O)C(F)(F)F)s1 | 61
O=S(=O)(NCc1cccs1)c1ccc2c(c1)OCCCO2 | 56
O=C(O)CC(Br)C(=O)c1cccs1 (stereo not given) | 63
O=C(NCc1ccco1)C(=O)Nc1ccon1 | 54
COc1cccc(CSc2nc(CC(=O)Nc3cccnc3)cc(=O)[nH]2)c1 | 56
CC(=O)c1ccc(NC(=O)c2ccc(CNS(=O)(=O)c3cc(C)ccc3C)cc2)cc1 | 102
O=C(Nc1ccc(N2CCOCC2)c(C(=O)O)c1)c1ccccc1 | 55
CCCc1cc(=O)[nH]c(N=C(N)Nc2cccc(C(F)(F)F)c2)n1 | 52
Cc1cc2c(NS(=O)(=O)c3cn(C)cn3)cccc2nn1 | 63
CCOC(=O)c1c(C)csc1NC(=O)Nc1c(-c2c(Cl)cccc2Cl)noc1C | 63
CC(=O)Nc1ccc2nc(-c3ccc(-c4nc5ccc(NC(C)=O)cc5[nH]4)cc3)[nH]c2c1 | 74&58
COC(=O)c1ccc(NC(=O)CCCn2nc(-c3cccc(OC)c3)ccc2=O)cc1 | 66
Cc1ccc2nc(NCCCN3CCOCC3)c(C=NCCCN3CCOCC3)c(=O)n2c1 | 61
COc1cccc(OC)c1C(=O)Nc1nc2ccc3nc(C)sc3c2s1 | 66
CN1CCc2cc(C(C#N)N3CCOCC3)ccc21 (stereo not given) | 69
CCn1nccc1C(=O)N(Cc1ccccn1)c1nc2ccc(Cl)cc2s1 | 66
O=C(N=C(c1ccccc1)c1ccccc1)c1ccc(-c2ccccc2)cc1 | 53
NC(=S)c1cncnc1N | 53
CN1C(=O)C(=C2C=C(c3ccccc3)N(CCOCCO)C3=C2CCCC3)C(=O)N(C)C1=O | 59

# The list goes on:
SMILES | RMI FANCM FP
O=C(O)/C=C/C(=O)Nc1ccc(Oc2ccc(Cl)cc2)cc1 | 53
Cc1ccc(NC(=O)CCc2nnc3n(Cc4ccc(F)cc4)c(=O)c4ccccc4n23)cc1C | 57
CN(Cc1ccco1)S(=O)(=O)c1ccc(C(=O)Nc2nc(-c3cccs3)cs2)cc1 | 62
C(=N/Nc1nnc2c(n1)[nH]c1ccccc12)/c1ccc2c(c1)OCO2 | 43
O=C(NCc1ccc2c(c1)OCO2)C(=O)NCC1CCN(C2CCCC2)CC1 | 75
Cc1ccc(NC(=O)CN2CCC(C(N)=O)CC2)c(C)c1 | 64
O=C(Nc1nc(-c2cc(Cl)ccc2Cl)cs1)c1ccccc1[N+](=O)[O-] | 53
Cc1ccc(C)c(S(=O)(=O)Nc2ccc(C(=O)N3CCCC3)cc2)c1 | 71
Cc1csc(NC(=O)C2CCN(c3ccc(-c4ccccc4C)nn3)CC2)n1 | 65
Cc1ccc(-c2csc(/C(C#N)=C/c3cccc(Cl)c3)n2)c(C)c1 | 75
COc1ccc(-c2ccc(=O)n(CCCC(=O)Nc3nccs3)n2)cc1OC | 71
COc1ccc(S(=O)(=O)NCCNC(=O)c2ccc(NC(=O)C3CCCC3)cc2)cc1 | 65
CC1CCCC(C)N1C(=O)c1cccc2c1-c1ccccc1C2=O (stereo not given) | 62
Cc1cc2cc(CNC(=O)c3ccccc3F)ccc2n1C | 58
CCOc1ccc2nc(Cl)c(C3CC(c4ccc(C)cc4)=NN3C(=O)c3cccs3)cc2c1 (stereo not given) | 60
O=C(Nc1ccccc1)OCCOc1cc(C(F)(F)F)ccn1 | 59
COC(=O)Cn1c(=NC(=O)c2ccnn2C)sc2cc(S(C)(=O)=O)ccc21 | 69
O=S(=O)(NCC1CCCO1)c1cccc2cccnc12 (stereo not given) | 61
CC1(C)NC(=O)N(CNc2cccc(C(F)(F)F)c2)C1=O | 57
Cc1nc2scc(C)n2c(=O)c1NC(=O)Cc1cccs1 | 46

# Next section
SMILES | RMI FANCM FP
Cn1ccc(C(=O)Nc2nnc(-c3ccco3)o2)n1 | 69
CC(=O)O[C@H]1C(=O)[C@@]2(C)C([C@H](OC(=O)c3ccccc3)[C@]3(O)C[C@H](OC(=O)[C@H](O)[C@@H](NC(=O)c4ccccc4)c4ccccc4)C(C)=C1C3(C)C)[C@]1(OC(C)=O)CO[C@@H]1C[C@@H]2O (stereo not given in full) | 57&57
COC(=O)c1ccccc1N/C=C(\C#N)c1nc(-c2cccs2)cs1 | 117
NC(=O)c1ccc(NC(=O)CC2CSc3nc4c(cnn4-c4ccccc4)c(=O)n32)cc1 (stereo not given) | 79
COc1cc(C(=O)Nc2ccc3c(c2)N(C(=O)C2CC2)CC3)cc(OC)c1OC | 65
CC(C)NC(=O)NC1C2CC3CC(C2)CC1C3 (stereo not given) | 61
CCOc1ccc(S(=O)(=O)Nc2cc(-n3c(C)nc4ccccc4c3=O)ccc2F)cc1 | 53
Cc1nnc(NC(=O)CSc2nnc(-c3cccnc3)o2)s1 | 53
Cc1onc(-c2ccccc2)c1-c1ccnn1S(=O)(=O)c1ccc(Cl)cc1 | 62
CS(=O)(=NC(=O)Nc1ccccc1)c1cccs1 (stereo not given) | 61
N#CC1C=Cc2ccccc2N1C(=O)c1ccccc1 (stereo not given) | 54
O=C(NCCn1nc(-c2ccncc2)ccc1=O)c1ccc(F)cc1 | 74
Cc1nc(C(F)(F)F)ccc1C(=O)N1CCN(Cc2c(F)cccc2Cl)CC1 | 54
O=C(C1CCCC1)N1CCc2ccc(NS(=O)(=O)c3ccccc3Cl)cc21 | 69
Cc1ccc(NC(=O)C(=O)NCc2ccco2)cc1Cl | 56
Cc1cc(C(=O)Nc2nnc(CCSc3ccccc3)o2)on1 | 75
Cc1cccn2c(=O)c(/C=C(\C#N)C(=O)NCCc3ccccc3)c(NCCOCCO)nc12 | 72
Cn1ccc(C(=O)Nc2ccc(-c3nc4ccccc4[nH]3)cc2)n1 | 69
COC(=O)c1c(NC(=O)c2ccn(C)n2)sc(C)c1C | 67
Cc1nnc(SCC(=O)Nc2ccc3c(c2)OCCO3)s1 | 50

# The list continues:
SMILES | RMI FANCM FP
CCCCCCNC(=O)OCCCCCCNC(=O)OC1CCNCC1 | 67
CSC1=N/C(=C\c2ccc(Cl)cc2)C(=O)N1CCc1c[nH]c2ccccc12 | 57
COc1ccc(Cn2c(=O)[nH]c3cccnc3c2=O)cc1 | 70
COc1ccc(S(=O)(=O)N2CCC(C(=O)Nc3c4c(nn3C)CCC4)CC2)cc1 | 63
O=C(CSc1ccc(-c2ccccn2)nn1)N1CCc2ccccc21 | 64
COc1ccccc1C(=O)N1CCN(c2ccc(N3CCOCC3)nn2)CC1 | 54
COc1ccccc1-c1ccc(N2CCN(C(=O)NC3CCCCC3)CC2)nn1 | 68
O=C(CCc1csc(NC(=O)c2ccc[nH]c2=O)n1)NCCc1c[nH]c2ccccc12 | 62
O=C(CCSc1ccc(Cl)cc1)Nc1ccc(F)cc1 | 56
N#C/C(=C\c1ccc(C2CC2c2ccccc2)o1)C(=O)Nc1ccc(Cl)c(Cl)c1 (stereo not given) | 87
O=C(CSc1nccn2nc(-c3ccc(Cl)cc3)cc12)NCCc1ccccc1 | 77
Nc1nc(-c2ccc(I)cc2)cs1 | 70
CC(C)(C)C(=O)CSc1nnc(-c2cnccn2)s1 | 56
CCOC(=O)/C(C)=N/O | 53
